CHRM1 agonist – activates human CHRM1 receptor | P11229 | CHO-K1 hM1, Fluo-8 calcium fluorescence, agonist mode; 0% DMSO, 100% acetylcholine EC100 | activation, % at 3 µM | actives 0.33% (n = 360,000) | AID 588814;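 active = activation above the run's mean compound activation plus 3 SD, cut at about 16% in these data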;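 note: peak over basal fluorescence ratio within a 140 s kinetic read after compound addition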
CHO-K1 Ca antag – nonselective inhibitor or artifact in parental CHO-K1 cells; ATP-induced calcium, Fluo-8 fluorescence; inhibition, % at 3 µM; actives 0.6% (n = 360,000);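 active = inhibition above a per-plate cutoff, the plate's mean sample inhibition plus 3 SD, cut at about 24% in these data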;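 note: 0% = DMSO plus EC80 ATP and 100% = DMSO alone without ATP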
M1 PAM parental – M1 PAM counterscreen hit in parental CHO-K1 cells; actives 0.02% (n = 360,000); ATP EC20, Fluo-8 calcium fluorescence; 0% at ATP EC20, 100% at ATP max; activation, % at 3 µM;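 active = activation above the run cutoff, the mean activation of all test compounds plus 3 SD, cut at about 40% in these data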;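 note: peak over basal fluorescence ratio in a 140 s read after ATP addition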
TAAR1 antagonist – antagonists of human TAAR1. Q96RJ0. CHO RD-HGA16 TAAR1, Fluo-8 calcium fluorescence, antagonist. inhibition, % at 3 µM. actives 1.5% (n = 360,000);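 active = inhibition above a per-plate cutoff, the mean inhibition of test compounds on that plate plus 3 SD, cut at about 49% in these data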;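 note: 0% = DMSO plus EC80 beta-PEA response and 100% = DMSO alone without agonist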
Target sequence (Q96RJ0 whole entry, looked up): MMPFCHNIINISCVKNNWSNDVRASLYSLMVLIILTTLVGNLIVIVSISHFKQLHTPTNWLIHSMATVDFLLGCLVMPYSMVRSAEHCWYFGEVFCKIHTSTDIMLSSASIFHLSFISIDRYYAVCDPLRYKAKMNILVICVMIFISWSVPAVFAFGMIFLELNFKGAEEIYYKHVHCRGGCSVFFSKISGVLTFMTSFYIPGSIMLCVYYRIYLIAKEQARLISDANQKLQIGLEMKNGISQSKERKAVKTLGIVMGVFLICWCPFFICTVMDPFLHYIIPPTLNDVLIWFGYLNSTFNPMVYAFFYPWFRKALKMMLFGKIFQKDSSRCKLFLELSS
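System: CHO RD-HGA16 cells bearing hTAAR1. Reagent: EC80 β-phenethylamine stimulus. Schedule: seeding 17-24 h prior, 75-min 37 °C, 30-min RT dye loading. Signal: Fluo-8 intracellular calcium dye fluorescence, real-time kinetic reads. Read-out: % inhibition from peak post-agonist over basal fluorescence ratio. Benchmarks: vehicle wells and EC80 agonist wells. Replicates: n of 1.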
TAAR1 ag – human TAAR1 agonism. Q96RJ0. CHO RD-HGA16 TAAR1, Fluo-8 calcium fluorescence; vehicle wells 0%, saturating PEA agonist 100%. activation, % at 3 µM. actives 0.99% (n = 360,000). AID 624467;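 active = activation above the mean activation of all test compounds in the run plus 3 SD, cut at about 38% in these data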
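System: CHO-derived RD-HGA16 cells with stable Gα16 and human TAAR1. Times: 17-24 h plating, Fluo-8 75 min 37 °C, 30 min RT. Measured by: calcium-sensitive Fluo-8 signal, excitation 470-495, emission 515-575 nm. Read-out basis: % activation relative to PEA EC100 response. Control set: DMSO and PEA EC100. Repeats: no replicates (n 1).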
M1 ag parental – nonselective activator or artifact in parental CHO-K1 cells; Fluo-8 calcium fluorescence; scaled to maximal ATP response, vehicle zero; activation, % at 3 µM; actives 0.48% (n = 360,000); AID 602248; in the data active = activation above about 15%;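 note: untransfected CHO-K1 host cells lacking M1 receptor as counterscreen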
CHRM1 antagonist – human CHRM1 antagonism; AID 588852; inhibition, % at 3 µM; CHO-K1 hM1, Fluo-8 calcium fluorescence, ACh EC80 antagonist; actives 1.3% (n = 360,000); P11229;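 active = percent inhibition above its own plate's cutoff, namely the mean of that plate's compound wells plus 3 SD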;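 note: peak over basal fluorescence ratio during 140 s after agonist addition; 0% = ACh EC80 plus DMSO and 100% = DMSO alone without agonist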
CHO parental Ca – counter-screen: ATP calcium response change in parental CHO cells; parental CHO-K1, ATP-induced calcium, Fluo-8 fluorescence; inhibition, % at 5.6 µM; actives 0.63% (n = 330,000);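 active = inhibition above that plate's mean sample inhibition plus 3 SD, cut at about 26% in these data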;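 note: 0% = ATP-challenged DMSO wells and 100% = DMSO wells without ATP; some compounds past the cut are filed as inactive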
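Material – parental CHO cells · Reagent – ATP stimulus · Compound – single nominal dose of 5.6 µM per compound · Detection – Fluo-8 fluorescence · Read-out basis – percent inhibition of calcium signal · Controls – ATP-challenged DMSO wells low, unchallenged DMSO wells high · Repeats – no replicates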
OXTR potentiator – potentiates the human oxytocin receptor response; P30559; CHO-OTR cells, Fluo-8 calcium fluorescence, potentiator mode; 0% = oxytocin EC15, 100% = EC100; activation, % at 3 µM; actives 0.061% (n = 320,000); AID 2445;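 active = activation above that plate's cutoff, the mean activation of tested compounds plus 3 SD, cut at about 6.6% in these data, passing the limit was not always enough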;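 note: 100% uses oxytocin at 75 nM as the full agonist control; some results filed as inactive read as strong as hits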
Target sequence (P30559 whole entry, looked up): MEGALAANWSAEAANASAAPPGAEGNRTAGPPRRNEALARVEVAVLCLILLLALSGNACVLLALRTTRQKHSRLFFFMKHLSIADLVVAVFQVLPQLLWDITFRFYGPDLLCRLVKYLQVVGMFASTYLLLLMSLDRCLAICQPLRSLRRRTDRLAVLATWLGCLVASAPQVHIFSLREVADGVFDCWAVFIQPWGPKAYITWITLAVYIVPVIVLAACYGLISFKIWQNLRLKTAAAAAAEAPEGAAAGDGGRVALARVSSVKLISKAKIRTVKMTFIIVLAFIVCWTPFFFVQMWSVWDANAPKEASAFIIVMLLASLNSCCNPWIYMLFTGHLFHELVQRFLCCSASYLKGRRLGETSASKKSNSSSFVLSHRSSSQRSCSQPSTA
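System: human OTR in CHO cells; Also added: sub-maximal oxytocin, roughly EC15; Timing: compound 6 min at room temperature before oxytocin, 100 s read; Technique: Fluo-8 intracellular calcium fluorescence, ex 470-495, em 515-575 nm; Controls: oxytocin EC15 low and EC100 high; Replication: singlicate.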
Active calls of the source: *; . = not tested or not shown.

Molecule	CHRM1 agonist	CHO-K1 Ca antag	M1 PAM parental	TAAR1 antagonist	TAAR1 ag	M1 ag parental	CHRM1 antagonist	CHO parental Ca	OXTR potentiator
O=C(CN1CCN(S(=O)(=O)/C=C/c2ccccc2)CC1)NCC(F)(F)F	-4.8	-4.8	8.0	-33.4	1.6	3.2	-15.1	3.3	0.1
COC(=O)c1c(C)[nH]c(C(=O)C(C)OC(=O)c2c(C)noc2C)c1C (configuration not stated)	6.7	-11.9	5.7	-20.0	6.4	1.8	-11.2	-1.8	0.3
Cc1ccc(S(=O)(=O)N(C)C)cc1NC(=O)c1ccc2ccccc2n1	3.1	-7.3	16.6	-18.8	-0.7	1.5	12.1	-18.7	3.5
CC(C)(C)C(=O)Cn1c(=N)n(Cc2ccccc2Cl)c2ccccc21	-5.4	2.5	8.6	-6.4	25.9	1.0	-6.3	-14.9	-10.2
Cc1ccc(Oc2ccccc2)c(NC=O)c1	-4.9	11.5	0.4	-8.4	3.5	6.5	3.7	-11.6	-1.5
Cc1ccc(-c2ccc(C#N)c(=O)n2CC(=O)N(C)C)cc1	-5.8	2.3	3.4	-8.4	-1.3	0.6	-5.9	-8.6	-8.4
CN1CCN(C(=S)c2cn(CCOc3ccccc3)c3ccccc23)CC1	-7.5	-5.5	-9.4	-5.7	4.5	0.8	10.0	-16.5	-8.2
CC[C@@H]1C=C(C(=O)O)[C@H](c2cccc(C)c2)N1S(=O)(=O)c1ccc(C)cc1	-0.2	-3.0	3.1	-7.9	2.7	-0.4	-17.6	-13.0	-2.3
COc1cc2c(cc1OC)-c1cc(Nc3ccc(C)cc3)nc(=O)n1CC2	-4.5	-11.1	-8.4	-24.5	1.9	1.2	-20.6	-9.6	-20.3
CC/C(=N/N=C(/CC)c1ccc(O)cc1)c1ccc(O)cc1	-3.0	-13.7	10.8	-19.7	3.5	0.4	-3.9	-11.1	-5.6
CCc1ccccc1N1CCN(S(=O)(=O)c2ccc(F)c(C)c2)CC1	-3.7	-16.3	7.0	0.6	-0.6	-0.6	10.5	-6.2	-29.4
O=C(COc1ccc(Cl)cc1)NCc1ccc(F)cc1	-4.8	-6.6	11.5	12.4	-1.7	0.8	-8.2	-12.1	-3.0
CC1(c2nnc(Cc3ccccc3)o2)CC(c2ccc(Cl)cc2)=NO1 (configuration not stated)	0.9	-15.6	16.0	-17.8	12.4	2.7	-0.6	-13.6	-6.6
Cc1ccc(O)c(NC(=O)c2ccco2)c1	-1.6	-3.2	11.0	-8.1	10.7	0.5	-20.6	-4.9	-2.9
COCC1CCN(Cc2nc(COc3ccccc3)no2)C1 (configuration not stated)	-4.2	7.3	-0.5	-24.6	0.5	1.0	-4.8	-2.5	-10.3
CN1CCN(c2ccc([N+](=O)[O-])cc2C(=O)N2CCCCC2)CC1	-10.0	-8.9	13.8	14.8	3.2	0.5	6.5	-5.4	0.6
Fc1cccc(/C=N/Nc2ccc(Cl)nn2)c1	-1.1	-4.3	7.6	-2.6	5.7	0.8	-18.0	2.5	-4.1
O=C(CSc1nnc(-c2ccc(Cl)cc2)n1Cc1ccco1)Nc1ccc2c(c1)OCCO2	-4.4	1.6	0.7	41.2	7.8	0.2	3.9	-3.7	-9.3
CC(C)c1ccc(N(CCc2ccccn2)C(=O)C(C)(C)C)cc1	-5.8	1.6	2.4	-28.8	1.1	1.9	1.3	-11.9	-2.6
CC1CCN(C(=O)CN2C(=O)NC3(CCCCCC3)C2=O)CC1	-1.9	11.7	-9.2	10.4	3.6	-0.3	8.1	-15.9	-1.2

Other compounds
Molecule	CHRM1 agonist	CHO-K1 Ca antag	M1 PAM parental	TAAR1 antagonist	TAAR1 ag	M1 ag parental	CHRM1 antagonist	CHO parental Ca	OXTR potentiator
C=CCNC(=O)c1ccc(-c2nc(-c3ccc(Cl)c(Cl)c3)cs2)cc1	-2.5	-1.2	4.9	-15.1	4.0	0.0	-5.8	-3.4	0.1
Cc1c(C(=O)OC(C)CCN(C)C)oc2ccccc12 (configuration not stated)	-4.7	-4.3	8.8	-2.8	8.9	0.5	98.5*	-23.4	-10.1
CC(C(=O)NCc1ccccc1)N1C(=O)CN(C)C(=O)c2ccccc21 (configuration not stated)	-1.5	13.2	-6.6	11.2	5.6	-0.5	-5.4	-5.1	3.0
CN1C(=O)c2ccccc2N(C)C1c1cccc(O)c1 (configuration not stated)	-2.0	3.9	-3.8	-23.6	6.1	0.9	16.5	-10.7	1.8
CCc1cccc(C)c1NC(=O)C1=C(C(=O)O)CCCC1	-0.7	-18.0	9.9	16.7	4.2	0.5	1.6	-4.2	-5.3
Cc1ccc(N2C(=O)CC(Sc3ncccc3C(=O)O)C2=O)cc1 (configuration not stated)	-9.8	-5.0	16.7	8.7	0.3	0.0	-1.9	2.0	-2.9
COC(=O)c1cc(C)sc1NC(=O)c1cccnc1	-1.7	-9.4	22.0	-24.6	3.1	0.5	-3.8	-8.8	-0.9
O=C(CN1C(=O)C2C3C=CC(C4CC34)C2C1=O)OCC(=O)c1ccccc1 (configuration not stated)	-3.2	-2.7	11.6	-21.7	3.3	2.6	-5.1	-8.8	-6.6
Cc1ccc(-n2c(=S)sc3c(=O)n(-c4ccccc4F)c(SCC(=O)O)nc32)cc1C	-3.1	-9.4	2.8	-4.7	3.7	-0.3	-10.1	-2.5	-23.3
O=C(O)c1ccc(-n2cccn2)nc1	-4.9	3.3	5.2	16.8	3.5	0.0	-8.7	0.7	-8.5
O=C(NCCN1CCOCC1)C1CCC(CNS(=O)(=O)c2ccc(Cl)cc2)CC1 (configuration not stated)	-8.4	-6.3	19.0	0.3	14.1	0.5	11.9	-6.3	0.6
Cc1cc(C)c(S(=O)(=O)N(C)CC(=O)N2CCCC2)c(C)c1	-5.3	-13.7	10.9	-9.1	1.1	0.5	3.4	.	.
CN(Cc1ccccc1)C(=O)CCC1CCN(C(=O)CCC(F)(F)F)CC1	-7.1	1.2	0.3	13.5	0.8	0.1	-6.4	-8.7	-8.9
Cc1nnc(Nc2ccc(Cl)cc2)n(N)c1=O	-2.7	-14.0	13.3	-13.9	2.2	0.1	-7.1	1.4	-2.1
Cc1noc(/C=C/c2cccs2)c1S(=O)(=O)N1CCC(C(=O)NCCCN2CCCC(C)C2)CC1 (configuration not stated)	-6.9	-8.5	3.1	-0.2	-0.3	0.3	15.2	-6.5	-17.1
COc1ccccc1-c1csc(Cc2nnc3n2CCCCC3)n1	-5.3	-2.0	6.6	-7.1	1.5	-0.2	-4.3	-25.4	-7.6
CCOC(=O)c1ccc(NC(=O)C(=O)NCC2CCCO2)cc1 (configuration not stated)	0.7	3.4	8.3	-2.6	15.5	1.1	-23.0	-16.2	-1.4
COC(=O)Nc1nc(C)c(C(=O)c2ccccc2)s1	-3.1	-4.5	9.3	0.0	-0.8	0.1	1.7	-16.8	-2.9
Cc1cccc(C(=O)O/N=C(\N)CS(=O)(=O)c2ccccc2)c1	-3.5	-9.8	16.6	-25.9	-1.1	0.8	-4.5	-1.2	-10.1
O=C(Nc1ccccc1-c1ccccc1)C(c1ccccc1)c1ccccc1	-4.5	2.4	1.8	25.2	0.5	-0.2	-3.3	-17.4	-4.6

More results follow.
Molecule	CHRM1 agonist	CHO-K1 Ca antag	M1 PAM parental	TAAR1 antagonist	TAAR1 ag	M1 ag parental	CHRM1 antagonist	CHO parental Ca	OXTR potentiator
C(=N\Nc1nc2ccccc2[nH]1)/c1cccc2nccnc12	-1.8	-10.7	16.9	-0.7	11.4	3.4	-21.4	-14.5	-7.5
c1cncc(C2OCC3(CO2)COC(c2cccnc2)OC3)c1 (configuration not stated)	-2.3	-14.6	13.7	-4.5	5.5	0.5	-0.3	-4.5	-1.6
Cc1noc(C)c1NC(=O)N(C)C[C@H]1Oc2ccc(NC(=O)Nc3ccccc3)cc2C(=O)N([C@H](C)CO)C[C@@H]1C	-2.6	3.8	-11.3	-0.4	1.5	-0.5	-9.0	-8.3	1.9
O=C(N/N=C/c1ccco1)/C(=C/c1cccc([N+](=O)[O-])c1)NC(=O)c1ccccc1	-4.2	0.2	15.2	13.2	8.3	1.0	-5.8	-13.9	1.7
O=C(CCNC(=O)c1ccc(Cl)cc1)NNC(=O)c1ccc(F)cc1	-4.3	6.4	-5.9	-27.6	31.9	6.3	0.5	.	.
C#CC(C)(C)NC(=S)NC1CC2C=CC1C2 (configuration not stated)	-5.1	-13.7	12.4	-12.4	4.9	2.6	18.1	5.2	3.1
CCOC(=O)CN1C(=O)C(O)=C(C(C)=O)C1c1ccc(F)cc1 (configuration not stated)	-2.8	-4.5	7.2	-15.5	0.4	0.2	-17.0	-10.9	-9.7
COC(=O)C1(CO)NC(c2cccs2)C2C(=O)N(c3ccccc3)C(=O)C21 (configuration not stated)	-1.9	3.8	-1.5	8.0	13.6	-0.1	3.9	-19.6	-8.8
O=C(NCNC(=O)c1ccccc1)c1ccccc1	0.1	-13.6	8.3	-19.4	19.1	-0.2	-10.2	-13.8	-2.4
C=CCOc1ccc(C2C(C(=O)c3ccco3)=C(O)C(=O)N2c2nnc(C)s2)cc1 (configuration not stated)	-0.5	-1.2	-0.9	13.6	-0.3	1.7	-4.4	-24.0	1.9
Oc1cccc(C(=S)N2CCCCC2)c1	-9.1	-3.1	15.4	15.6	2.1	0.3	-0.4	-2.8	-3.3

In the list so far, these contain a furan ring, fused or not.
Molecule	CHRM1 agonist	CHO-K1 Ca antag	M1 PAM parental	TAAR1 antagonist	TAAR1 ag	M1 ag parental	CHRM1 antagonist	CHO parental Ca	OXTR potentiator
Cc1ccc(O)c(NC(=O)c2ccco2)c1	-1.6	-3.2	11.0	-8.1	10.7	0.5	-20.6	-4.9	-2.9
O=C(CSc1nnc(-c2ccc(Cl)cc2)n1Cc1ccco1)Nc1ccc2c(c1)OCCO2	-4.4	1.6	0.7	41.2	7.8	0.2	3.9	-3.7	-9.3
Cc1c(C(=O)OC(C)CCN(C)C)oc2ccccc12 (configuration not stated)	-4.7	-4.3	8.8	-2.8	8.9	0.5	98.5*	-23.4	-10.1
O=C(N/N=C/c1ccco1)/C(=C/c1cccc([N+](=O)[O-])c1)NC(=O)c1ccccc1	-4.2	0.2	15.2	13.2	8.3	1.0	-5.8	-13.9	1.7
C=CCOc1ccc(C2C(C(=O)c3ccco3)=C(O)C(=O)N2c2nnc(C)s2)cc1 (configuration not stated)	-0.5	-1.2	-0.9	13.6	-0.3	1.7	-4.4	-24.0	1.9

Assay outcomes as filed in PubChem.
